High-throughput results: PubChem, several laboratories
KCNQ2 block – KCNQ2 potassium channel inhibitors, primary screen, cell-based, CHO-K1, FluxOR thallium flux, B-score (AID 2156); Potassium voltage-gated channel subfamily KQT member 2 (Rattus norvegicus), O88943; 20 min; active compounds read low; B-score at 10 µM; 310,000 tested, 1.1% active;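 active = fluorescence ratio B-score at most minus 3 library SDs, with starting brightness B-score within 2 library SDs, cut at about -5.5 in these data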
OX1R FRET antag – antagonists of human orexin 1 receptor (OX1R); Orexin/Hypocretin receptor type 1 (Homo sapiens), O43613; OX1R-expressing cells, FRET antagonist read-out; inhibition, % at 6.6 µM; 330,000 tested, 1.8% active; in the data active = inhibition mostly above about 38%, no sharp cut-off; inactive = mostly below about 40%;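 also: 0% = agonist challenge alone and 100% = reference antagonist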
Target sequence (O43613 whole entry, looked up): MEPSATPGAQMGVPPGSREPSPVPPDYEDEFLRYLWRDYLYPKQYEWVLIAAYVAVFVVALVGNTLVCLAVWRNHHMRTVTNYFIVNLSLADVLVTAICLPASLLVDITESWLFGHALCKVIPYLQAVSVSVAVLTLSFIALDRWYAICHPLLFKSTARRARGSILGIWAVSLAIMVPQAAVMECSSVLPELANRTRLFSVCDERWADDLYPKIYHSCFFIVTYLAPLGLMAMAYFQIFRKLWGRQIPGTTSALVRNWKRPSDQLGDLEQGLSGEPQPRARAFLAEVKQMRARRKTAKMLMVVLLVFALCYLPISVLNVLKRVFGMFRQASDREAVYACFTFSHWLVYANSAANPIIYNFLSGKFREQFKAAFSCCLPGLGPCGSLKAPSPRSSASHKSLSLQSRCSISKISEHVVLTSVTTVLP
STK33 kinase inh – inhibitors of purified STK33 kinase, primary screen, biochemical, ADP-Glo luminescence, homogeneous, cell-free; Serine/threonine-protein kinase 33 (Homo sapiens), Q9BYT3; MBP phosphorylation; inhibition, % at 10 µM; 320,000 tested, 0.073% active;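 active = inhibition at or above 25%, using the most active replicate where run in duplicate; inactive = inhibition below 25%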
Target sequence (Q9BYT3 whole entry, looked up): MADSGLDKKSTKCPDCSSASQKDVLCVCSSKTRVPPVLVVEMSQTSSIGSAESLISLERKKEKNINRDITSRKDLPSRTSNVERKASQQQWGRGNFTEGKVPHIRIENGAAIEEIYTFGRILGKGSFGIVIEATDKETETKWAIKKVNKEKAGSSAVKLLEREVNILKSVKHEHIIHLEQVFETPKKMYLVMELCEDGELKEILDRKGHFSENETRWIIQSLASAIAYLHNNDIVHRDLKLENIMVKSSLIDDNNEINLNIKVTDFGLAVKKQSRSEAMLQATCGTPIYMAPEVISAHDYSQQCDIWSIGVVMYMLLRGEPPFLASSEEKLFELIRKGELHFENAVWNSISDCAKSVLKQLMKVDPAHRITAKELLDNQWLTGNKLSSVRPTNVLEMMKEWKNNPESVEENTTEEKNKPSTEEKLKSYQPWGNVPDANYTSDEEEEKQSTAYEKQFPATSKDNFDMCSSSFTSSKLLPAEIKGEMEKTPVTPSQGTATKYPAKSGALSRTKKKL
* hit, by the source's call; i = inactive; · = no result given. Compounds as they come; overall some 2.7% were active at least once.

Values run as follows: OX1R FRET antag, STK33 kinase inh, KCNQ2 block
> Cc1ccc(-c2c[n+](CC(=O)Nc3c(C)cccc3C)c3n2CCC3)cc1
    8, -1.3, i
> CC(C)Cc1nnc(NC(=O)CN2C(=O)NC3(CCCC3)C2=O)s1
    15, -1.1, i
> CCN(CC)C(=O)c1[nH]cnc1C(=O)NCC(=O)OC(C)(C)C
    13, -0.5, i
> CCCCCn1c(=O)c(-c2nc3ccccc3[nH]2)c(O)c2ccccc21
    19, 1.4, i
> Cc1ccc(S(=O)(=O)Nc2nc(C)c(C(=O)NNS(=O)(=O)c3cc(C)ccc3C)s2)cc1
    8, -0.4, i
> Cc1c(C(=O)NC(=S)NCc2cccnc2)cccc1[N+](=O)[O-]
    22, -0.6, i
> Cc1ccc(CNc2nc3ccc(C)cc3n3cnnc23)cc1
    15, -0.3, i
> Cc1cc(C)n2nc(SCC(=O)N(CCC#N)c3ccc(F)cc3)nc2n1
    -1, 2.1, ·
> CC(=O)Nc1ccc(S(=O)(=O)N2CCN(S(=O)(=O)c3ccc(NC(C)=O)cc3)CC2)cc1
    ·, -0.5, i
> Cc1ccc(S(=O)(=O)CCC(=O)OC(C)c2nnc(-c3cccs3)o2)cc1 (stereo not given)
    10, 0.4, ·
> CCc1nnc(NC(=O)c2cc3ccccc3oc2=O)s1
    77*, -1.1, i
> CN(C)N=Nc1ccc(S(N)(=O)=O)cc1
    21, -0.4, i
> OCCc1c[nH]c2ccc(C(F)(F)F)cc12
    3, 0.1, i
> CCNc1nc(Sc2ccc(C)cc2)cc(C(F)(F)F)n1
    13, -0.8, i
> CCN(CC)C(=O)Cn1cc(C(=O)C(=O)N2CCN(c3ccc(OC)cc3)CC2)c2ccccc21
    10, -1.1, i
> CC(C)(C)[C@H]1C=C(C(=O)O)O[C@@H](OCc2ccc(CO)cc2)C1
    18, -0.1, i
> COc1ccccc1NC(=O)CCCn1c(=S)[nH]c2ccccc2c1=O
    17, -0.2, i
> Cc1ccc2c(C(=O)CN3CCCC3)c(C)[nH]c2c1
    20, -0.5, i
> CCCCN(C(=O)CSc1cc(C)c2ccc(OC)cc2n1)c1c(N)n(Cc2ccccc2)c(=O)[nH]c1=O
    30, -0.7, i
> Cc1oc(-c2ccccc2)nc1C(=O)OCC(=O)NCc1ccc(Cl)cc1
    4, 0.7, ·

New compounds follow.
Values run as follows: OX1R FRET antag, STK33 kinase inh, KCNQ2 block
> Cc1nn(C)cc1C(C(=O)NC1CCCCC1)N(Cc1ccccc1Cl)C(=O)c1cnccn1 (stereo not given)
    6, -0.9, i
> COc1ccc(C(=O)C2CCCN(Cc3cccn3-c3nccs3)C2)cc1OC (stereo not given)
    9, 1.7, i
> O=C(OCc1ccc(-c2ccccc2)cc1)c1cccc(O)c1
    16, 1.8, i
> Cc1ccc(C)c(NC(=O)CSc2nccn2Cc2ccco2)c1
    0, 0.9, i
> CCOc1cc(NC(=S)NCC2CCCO2)c(OCC)cc1NC(=O)c1ccccc1C (stereo not given)
    16, -0.8, i
> Cc1cc2c(SCC(=O)NC3CCCCC3)ncnc2s1
    9, 0.3, i
> COc1ccc(C(=O)N2CCN(Cc3ccccn3)CC2)cc1
    -2, 0.1, i
> O=C(NNC(=O)c1cccnc1)Nc1cccc2ccccc12
    14, -0.2, i
> CCC1CCCCN1C(=O)CSc1nc(N)cc(N)n1 (stereo not given)
    9, -1.4, i
> O=C(Nc1ccccc1C(=O)N1CCOCC1)C1CC(=O)N(C2CCCC2)C1 (stereo not given)
    8, 0.0, i
> CCCCCN1CC(=O)N2Cc3[nH]c4ccccc4c3C[C@H]2C1=O
    14, 0.4, i
> Nc1nc(C(c2ccccc2)c2ccccc2)cs1
    22, -2.6, i
> COc1ccc(C(=O)Nc2ccccc2C(=O)Nc2ccccc2C(=O)O)cc1
    9, 5.6, i
> COCC(=O)N1CCC(Oc2ccc(C(=O)NC(C)c3nccs3)cc2)CC1 (stereo not given)
    35, -3.3, i
> CC(Nc1nc(-c2ccc(F)cc2)cs1)c1nc2cc(C(F)(F)F)ccc2n1CCOCCO (stereo not given)
    9, -0.6, i
> COC(=O)c1cn(CC(=O)N2CCCCC2C)c2ccccc12 (stereo not given)
    18, 0.9, i
> Cc1ccc(N(C)C(=O)N2CCN(S(=O)(=O)c3c(C)cc(C)cc3C)CC2)cc1
    8, -1.4, i
> CCC1(c2ccccc2)NC(=O)N(CC(=O)NCc2ccc(C)cc2)C1=O (stereo not given)
    15, 0.0, i
> COc1ccccc1Nc1nc2cc(C)ccc2cc1C#N
    12, -1.3, i
> CCOC(=O)c1c(NC(=S)Nc2ccccc2)sc2c1CCN(CC)C2
    33, 0.2, i

Quoted at random: 4 entries already listed.
Values run as follows: OX1R FRET antag, STK33 kinase inh, KCNQ2 block
> COCC(=O)N1CCC(Oc2ccc(C(=O)NC(C)c3nccs3)cc2)CC1 (stereo not given)
    35, -3.3, i
> Cc1oc(-c2ccccc2)nc1C(=O)OCC(=O)NCc1ccc(Cl)cc1
    4, 0.7, ·
> CCOc1cc(NC(=S)NCC2CCCO2)c(OCC)cc1NC(=O)c1ccccc1C (stereo not given)
    16, -0.8, i
> CC(=O)Nc1ccc(S(=O)(=O)N2CCN(S(=O)(=O)c3ccc(NC(C)=O)cc3)CC2)cc1
    ·, -0.5, i

Continuation:
Values run as follows: OX1R FRET antag, STK33 kinase inh, KCNQ2 block
> N#Cc1ccsc1NC(=O)CSc1ncnc2ccccc12
    21, -0.4, i
> Cc1nn(-c2ccccc2)c(Cl)c1/C=N/Nc1ccc(S(=O)(=O)Nc2ccccc2C(=O)O)cc1[N+](=O)[O-]
    11, 1.2, i
> COc1ccc(CNC(=O)c2nn(C)c3c2CS(=O)(=O)c2ccccc2-3)cc1
    10, 0.2, i
> NC(=O)c1cc(Cl)ccc1OCC(=O)NC1CC1
    16, 13, ·
> CC(=O)OC1OCCOC1NC(=S)Nc1cccc(C(F)(F)F)c1 (stereo not given)
    12, -1.6, i
> CC(=O)NC12CC3CC(C1)CC(C(=O)N(C)CC(=O)Nc1ccccc1Cl)(C3)C2
    18, -0.9, i
> CCCOc1ccc(C(=O)Nc2ccc(N(C)C)cc2)cc1
    7, -2.0, i
> COCCCNc1nc2c(c(=O)n(Cc3ccc(OC)cc3)c(=O)n2C)n1C
    2, -1.0, i
> CC(OC(=O)c1ccc([N+](=O)[O-])s1)C(=O)Nc1ncc(Cl)cc1Cl (stereo not given)
    34, -1.4, i
> COc1ccc(C2/C(=C(/O)c3ccc4c(c3)CC(C)O4)C(=O)C(=O)N2CCCn2ccnc2)cc1 (stereo not given)
    3, -1.0, i
> CC(=O)Nc1ccc(NS(=O)(=O)c2ccc3c(c2)n(C)c(=O)n3C)cc1
    11, 0.8, i
> O=C(CSc1nnc(CNc2ccc(F)cc2)n1Cc1ccccc1)NCc1ccco1
    22, 1.1, i
> CCc1nnc(NC(=O)CSc2ncc(-c3ccccc3)n2C)s1
    25, 0.5, i
> CC(=O)c1ccc(OCC(=O)N(CCC2=CCCCC2)c2c(N)n(Cc3ccccc3)c(=O)[nH]c2=O)cc1
    8, -2.0, i
> CS(=O)(=O)c1ccc(C(=O)OCC(=O)NNC(=O)COc2ccc(Cl)cc2)cc1
    8, 0.1, i
> Cc1cccc2[nH]c3c(N4CC=C(c5ccc(F)cc5)CC4)ncnc3c12
    77*, -1.2, i
> Cc1ccc(C(=O)Nc2nc(-c3ccc([N+](=O)[O-])cc3)cs2)o1
    19, 0.4, i
> O=C(Cn1c(CC(=O)N2CCCC2)nc2ccccc21)NCc1ccccc1
    6, -0.3, i
> Clc1cccc(Cl)c1CO/N=C/c1c(-c2ccccc2)nc2n1CCS2
    14, 0.1, -8.5*
> COc1ccc(OC)c(NC(=O)CNC(=O)Cn2cnc3sc(C)cc3c2=O)c1
    16, 0.5, i

Other results follow:
Values run as follows: OX1R FRET antag, STK33 kinase inh, KCNQ2 block
> CCc1ccc(NC(=O)N(CCN2CCOCC2)C2CCN(C(C)=O)CC2)cc1
    6, 1.2, i
> CNC(=O)c1cc2cc(OC)ccc2n1CCN(Cc1ccccc1)Cc1ccccc1
    30, 1.0, i
> COc1ccc(CNC(=O)CN(Cc2ccc(Cl)cc2)C(=O)c2csnn2)cc1
    15, 0.2, i
> COc1ccc(CCN2C(=O)N[C@@H](CCC(=O)O)C2=O)cc1
    5, -0.6, i
> Cc1cc(C)cc(NC(=O)CN2CCC(NC(=O)Cc3ccccc3)CC2)c1
    14, -1.8, i
> C[C@H](NC(=O)c1ccc(C(C)(C)C)cc1)C(=O)N1CCN(C/C=C/c2ccccc2)CC1
    8, 0.7, ·
> FC(F)(F)c1cc(Oc2ccccc2)ncc1-c1nnc(-c2ccccc2Cl)o1
    10, -0.7, i
> CN(C)C(/C=C/Nc1ccc(F)cc1F)=C(C#N)C#N
    26, 0.7, i
> COCCOC(=O)C1=C(C)N=c2s/c(=C\c3cccs3)c(=O)n2C1c1cccs1 (stereo not given)
    9, 0.7, i
> CCOc1cccc(-c2nnc(SCC(=O)Nc3ccc(OC)c(OC)c3)n2N)c1
    19, 0.8, i
> Cc1cc(/N=C/N(C)C)on1
    1, -0.7, i
> CN(CC(=O)N(C)CC(=O)Nc1c(Cl)cccc1Cl)Cc1ccccc1F
    6, 0.9, ·
> CCOC(=O)c1ccc(NC(=S)Nc2ccccn2)cc1
    29, 7.3, i
> Cc1c(C)c2cc(Cl)c(OCC(=O)NC3CC(C)(C)NC(C)(C)C3)cc2oc1=O
    12, -0.6, i
> Cc1c(C(=O)N2CCN(c3ccccn3)CC2)sc2ncnc(N3CCOCC3)c12
    6, -0.5, i
> COc1ccc(C2c3ccc4ccccc4c3Oc3ncn(CCO)c(=N)c32)cc1 (stereo not given)
    -6, 1.4, i
> COc1ccc(N2CCN(C(C)C(=O)N3CC(C)OC(C)C3)CC2)cc1 (stereo not given)
    2, -0.7, i
> COC/C=C/C1=CC2=CC(=O)C(C)(OC(=O)c3cnc4ccccc4n3)C(=O)C2=CN1C1CCCC1 (stereo not given)
    25, -0.1, i
> Cc1ccc(CS(=O)(=O)c2nc3c(c(N(C)C)n2)CCCC3)cc1
    21, -0.7, i
> CCC(=O)N(C1=C(NC(C)C)C(=O)c2ccccc2C1=O)C(C)C
    44, -0.3, i

The listing continues.
Values run as follows: OX1R FRET antag, STK33 kinase inh, KCNQ2 block
> O=C(CCc1nc2ccccc2c(=O)[nH]1)Nc1nnc(SCc2ccccc2F)s1
    -3, -1.4, ·
> CC(=O)Nc1ccc(S(=O)(=O)N2CCSC2C(=O)O)cc1 (stereo not given)
    4, -1.5, i
> Cc1cccn2c(=O)c(C=Nc3ccccc3)c(NCc3ccco3)nc12
    10, -0.2, i
> O=C(COc1ccc(-c2nnco2)cc1)N1CCN(S(=O)(=O)c2ccc3ccccc3c2)CC1
    8, -0.8, i
> O=C(CNS(=O)(=O)c1ccc(Br)cc1)NCc1cccnc1
    3, -0.2, i
> COc1nc(C)ccc1-c1noc(-c2ccco2)n1
    9, 0.4, i
> CC1=Nn2c(nnc2-c2ccco2)SC1
    3, -0.8, i
> O=C(OCC(=O)N1CCOCC1)c1ccc2ccccc2c1
    5, -0.9, ·
> CC12CCC(C(=O)Nc3ccncc3)(CC1O)C2(C)C (stereo not given)
    6, -10, i
> COc1ccc(C(=O)c2ccc(N(C)C)cc2)c(OC)c1
    7, 0.6, i
> Nc1cc(=O)[nH]c(SCC(=O)Nc2cc(S(=O)(=O)N3CCCCC3)ccc2Cl)n1
    2, 1.7, ·
> CCCCc1ccc(NC(=O)CSc2nc3ncccc3[nH]2)cc1
    29, -1.7, i
> CC(c1ccccc1F)n1cc(C(=O)NCCc2ccco2)nn1 (stereo not given)
    20, 0.1, i
> CCOC(=O)c1csc(NC(=O)CSc2nnnn2-c2ccc(OC)cc2)n1
    12, 0.6, i
> COc1cccc(N2CCN(C(=O)CCC(=O)N3CCOc4ccc(C)cc43)CC2)c1
    14, 0.3, i
> CC1CCCN(C(=O)Cn2c(=O)oc3cc(S(=O)(=O)N4CCCCC4)ccc32)C1 (stereo not given)
    18, -1.2, ·
> O=c1cc(CN2CCN(c3ccccc3)CC2)nc2scc(-c3ccccc3)n12
    19, -0.3, i
> COc1ccc(C(C)(C)C)cc1NC(=O)CCN1C(=O)C2CCCCC2C1=O (stereo not given)
    6, -1.9, ·
> O=C(O)c1cc(S(=O)(=O)Nc2ccc(N3CCCCC3)cc2)ccc1Cl
    20, -0.8, i
> CCN(CC(=O)Nc1ccc(NC(C)=O)cc1)C(=O)c1cc(-c2ccccc2)nn1-c1ccccc1
    4, -1.6, i
> CCOC(=O)C1CCCN(c2c(N3CCN(C4CCCCC4)CC3)c(=O)c2=O)C1 (stereo not given)
    12, -0.6, i

Full records, quoted from the list:
`COc1ccc(C(C)(C)C)cc1NC(=O)CCN1C(=O)C2CCCCC2C1=O` (stereo not given) in the list: OX1R FRET antag = 6; STK33 kinase inh = -1.9; KCNQ2 block = ·
`COc1nc(C)ccc1-c1noc(-c2ccco2)n1` in the list: OX1R FRET antag = 9; STK33 kinase inh = 0.4; KCNQ2 block = i
